Bioassay records from PubChem.
NCI-60 one-dose screen, 48 h, at 10 µM unless noted. Numbers give growth in % (100 = growth as untreated, 0 = no growth, -100 = all killed).
SK-MEL-5: SK-MEL-5 melanoma. 6.4% of 80,000 active
UACC-257: UACC-257 melanoma | 4.4% of 78,000 active
MALME-3M: MALME-3M melanoma; 5.8% of 78,000 active
LOX IMVI: LOX IMVI melanoma; 7.4% of 79,000 active; AID 1794757
SK-MEL-28: SK-MEL-28 melanoma. 4.1% of 81,000 active. AID 1794761
SK-MEL-2: SK-MEL-2 melanoma; 4.7% of 77,000 active
MDA-MB-435: MDA-MB-435 melanoma. 7.8% of 82,000 active
UACC-62: UACC-62 melanoma; 5.4% of 81,000 active; AID 1794756
The depositor's hits bear a star; . = no result given; & = joins results of further samples. Rule for the calls: active = growth percent below 10; inactive = the rest.

SMILES	SK-MEL-5	UACC-257	MALME-3M	LOX IMVI	SK-MEL-28	SK-MEL-2	MDA-MB-435	UACC-62
C#CCOC(=O)[C@H](CC)[C@H]1CC[C@H](C)[C@H]([C@@H](C)[C@H](O)[C@H](C)C(=O)[C@H](CC)C2O[C@]3(C=CC(=O)[C@]4(CC[C@@](C)([C@H]5CC[C@](O)(CC)[C@H](C)O5)O4)O3)[C@H](C)C[C@@H]2C)O1 (some centres not stated)	70	79	88	92	101	88	89	73
COc1cccc(-c2nc3sc(-c4c[nH]c5ccccc45)nn3c2C=O)c1	98	98	98	99	.	105	97	93
CC(=O)Nc1ccc(S(=O)(=O)Nc2cccc(-c3nc(-c4ccc(NC(=O)c5cccnc5)cc4Cl)no3)c2)cc1	.	35	60	40	51	36	6.7*	37
Nc1cc(-c2c[nH]c3ccc(F)cc23)nc2cc(-c3c[nH]c4ccc(F)cc34)nn12	93	116	95	-19*	109	116	64	104
Cc1ccc(Nc2ccc3c4c(cc(=O)n3C)-c3ccccc3C(=O)c24)c(S(=O)(=O)O)c1	108	105	92	98	107	94	104	93
Cc1nc2sc(C(=O)Nc3cccc4ccccc34)c(N)c2cc1C(=O)c1ccccc1	25	73	59	42	60	47	-53*	33
COC(=O)/C=C1/Nc2ccc(Cl)cc2C(=O)NC1=O	99&103	105&87	108	85	116&111	112&111	90&96	72&78
CCOC(Nc1ccc(C(=O)O)cc1)C(=O)c1ccc(-c2ccccc2)cc1 (configuration not stated)	104	.	112	93	110	106	93	85
COc1cc(OC)c(/C=C/S(=O)(=O)Cc2cnc(OC)c(N)c2)c(OC)c1	-25*	62	67	9.0*	56	24	13	40
CC/C(=C(/c1ccc(OCCN(C)C)cc1)c1ccc(OC(=O)CCCCCCCCC(=O)c2c(C)[nH]c(/C=C3\N=C(c4ccc[nH]4)C=C3OC)c2C)cc1)c1ccccc1	29	91	68	21	84	96	53	51
Cn1cc(C(=O)c2nc(-c3c[nH]c4ccc(F)cc34)no2)c2ccccc21	67	102	93	96	107	96	100	87
CCC1SC(=S)N(CCc2ccc(OC)c(OC)c2)C1=O (configuration not stated)	96	103	111	76	106	.	102	92
O=C(Cc1ccc(/C=C/C(=O)c2nccn2Cc2ccccc2)cc1)Nc1ccc(F)cc1	74	66	81	25	92	.	64	61
COc1ccc(/C(=C2\O[C@@H]([C@H](O)CO)[C@H]3OC(C)(C)O[C@@H]23)c2cc(OC)c(OC)c(OC)c2)cc1O	74	98	76	.	.	78	-24*	95
COc1cc(-c2nc3sc4c(c3c(=O)[nH]2)CCCCCC4)cc(OC)c1OC	8.7*	64	26	.	52	16	-18*	19
Brc1ccc(C2=NN(c3ccccc3)C(c3cn(-c4ccccc4)nc3-c3ccc(OCc4ccccc4)cc3)C2)cc1 (configuration not stated)	99	95	99	96	98	96	97	99
Cc1ccc(S(=O)ONc2cccc(NOS(=O)c3ccc(C)cc3)c2)cc1 (configuration not stated)	88	104	89	98	102	122	102	79
Cl/N=C1/C=CC=C/C1=N/Cl	94	.	92	88	109	109	107	97
O=Cc1ccc(O)c2ncccc12	44	28	19	-69*	39	71	60	45
COc1cc(-c2nc(-c3ccc(-c4nc5ccc(F)cc5[nH]4)cc3)no2)cc(OC)c1OC	21	80	46	25	61	56	47	21
N#C/C(=C\c1c(-c2ccccc2)[nH]c2ccccc12)C(=O)c1ccccc1	22	62	71	54	55	48	11	36
CS(=O)(=O)c1ccc(Nc2nc(N[C@H]3CCCC[C@@H]3N)nc3cc[nH]c(=O)c23)cc1	96	72	72	44	67	13	52	56
CCOC(=O)C1=C(C)n2nc(CC#N)c(C#N)c2NC1c1ccc(OC)cc1 (configuration not stated)	93	104	92	95	105	107	100	103
Cc1cc(C)c(Cc2c(C)cc(C)cc2C)c(C)c1	111	111	125	.	114	110	117	99
NCCNC(=O)c1cccc(COc2ccccc2NC(=O)c2cc([N+](=O)[O-])c[nH]2)c1	100	109	95	95	108	103	107	98
CC1(C)Cc2c(Br)c(Br)c(Br)c(OCC(O)CN3CCOCC3)c2O1 (configuration not stated)	66	97	35	87	137	-46*	87	95
Oc1ccc2ccccc2c1CN(Cc1cc(Cl)cc(Cl)c1O)C1CCCCC1	106	95	102	96	112	108	108	98
NC1(S(=O)(=O)O)C(=O)Nc2ccccc21 (configuration not stated)	101	102	99	94	107	104	97	98
CC(=O)OCC1O[C@@H](OC(C)=O)C(NC(=O)c2cn(C3CC3)c3cc(N4CCN(C(C)=O)CC4)c(F)cc3c2=O)[C@@H](OC(C)=O)[C@@H]1OC(C)=O (some centres not stated)	103	105	114	97	116	115	106	98
COc1cc(C(=O)NCc2ccc(OCCN(C)C)cc2)cc(OC)c1OC	101&103	94&108	106&100	98&97	110&109	97&97	109&107	103
CC1=NNC(=O)[C@@H]1C1c2ccccc2Oc2c1c(=O)n(C)c(=O)n2C (some centres not stated)	100	100	108	93	111	92	110	99
CCN(CC)CCOC(=O)c1ccc(NC(=O)CN(CC)CC)cc1	103	93	106	98	111	108	113	99
CSc1nc2ccccc2n1C	94	105	107	99	108	114	102	107
C=C(NC(=O)[C@H](C(C)C)N(C)c1cccc2[nH]ccc12)C(=O)OC	99	97	93	94	104	104	102	91
CC(=O)NC(CCC(=O)c1ccccc1)C(=O)O (configuration not stated)	97	77	97	100	105	104	99	97
Cc1cc(CSc2ccccc2C(=O)N2CCN(CC(=O)Nc3ccccc3Cl)CC2)no1	101	.	88	94	103	92	98	84
Cc1ccc(/C(=N\N=C(N)N)C2CC2)cc1C	95	105	102	101	111	106	107	102
O=C1C=C(N2CCOCC2)c2cccc3cccc1c23	.	101	119	109	99	108	87	85
O=C(CCCCCCCC(=O)OCCCC1CCCO1)OCCCC1CCCO1 (configuration not stated)	103	102	99	106	114	114	106	102
NNc1cnc2ccccc2n1	96	103	86	96	118	112	98	100
O=C(Nc1ccccc1F)c1ccccc1	99	110	105	100	100	105	99	95
COc1ccc(/C=C/c2nc(Nc3ccc(S(=O)(=O)Nc4ncccn4)cc3)c3ccccc3n2)cc1	88	98	119	84	109	93	102	66
Cc1cc(N=C2CSC(=O)N2)n[nH]1	.	122	114	111	122	115	115	107
CC1(C)CC(=O)C2=C(C1)Nc1c(C#N)c(N)[nH]c(=O)c1C2c1ccccc1 (configuration not stated)	104	84	108	96	113	89	111	102
NC(=O)c1ccc(Cl)nc1	94	94	110	96	102	104	100	96
COc1ccc2c(c1)c(CC(=O)O)c(C)n2C(=O)c1ccc(Cl)cc1	94	109	85	91	97	106	97	95
O=c1[nH]c(CN2CCCCC2)ccc1O	104	100	103	104	103	113	109	104
Cc1ccc(S(=O)(=O)Nc2ccc(C(=O)/C=C/c3cccc(F)c3)cc2)cc1	98	105	105	.	100	112	100	71
Clc1nc(-c2ccccc2)nc2ccccc12	100	106	99	.	117	126	100	87
CCn1c(SCC(=O)c2ccc(Br)cc2)nnc1-c1ccncc1	99	107	105	101	109	104	102	97
CCCCn1c(SCC(=O)Nc2ccc(S(=O)(=O)Nc3ccc(Cl)nn3)cc2)nc2ccccc2c1=O	96	100	91	99	105	99	97	86
O=C(Nc1ccc2c(ccn2Cc2ccccn2)c1)c1cccnc1	99	106	108	105	111	102	109	94
CC(NCCc1ccccc1)C1CCOC1=O (configuration not stated)	105	97	120	95	105	.	107	112
CCCCCC/C=N/Nc1ccc([N+](=O)[O-])cn1	113	89	98	83	109	90	101	102
S=C(c1cccs1)N1CCN(c2ccc(Cl)cc2)CC1	91	103	113	103	104	95	108	88
COc1cccc(/C(C#N)=C/c2nc3c(N4CCOCC4)nc(Cl)nc3n2C)c1	4.5*	-58*	-45*	-88*	-77*	-30*	-80*	-62*
CC#CCOCC1CN(C)C(=O)O1 (configuration not stated)	104	94	101	96	92	101	100	102
O=C(Cn1nc(-c2ccccc2)ccc1=O)Nn1c(-c2ccc(Br)cc2)csc1=NC1CCCCC1	66	76	92	62	78	78	65	45
Nc1cc(-c2ccc(Cl)cc2)nn1-c1nc(-c2ccc(Cl)c(Cl)c2)cs1	102	82	92	103	111	96	109	92
c1ccc2c(-c3nc(-c4ccsc4)cs3)c[nH]c2c1	85	.	103	86	110	98	109	90

Additional entries follow.
SMILES	SK-MEL-5	UACC-257	MALME-3M	LOX IMVI	SK-MEL-28	SK-MEL-2	MDA-MB-435	UACC-62
Cc1ccc(Cl)cc1NC(=O)N(C)CCOC(=O)Nc1cccc(Cl)c1	98&93	101	95&106	99&90	104&101	104&89	105&92	94&80
COc1ccccc1N=NNc1ccc(S(=O)(=O)NC(C)=O)cc1	94	.	104	92	106	125	101	92
Cc1ccc(Nc2nc(=O)[nH]c(N)c2N=O)cc1C	99	101	103	95	109	130	100	95
CN(C)CCCOc1ccc(C(=C(c2ccccc2)C2CCCC2)c2ccc(OCCCN(C)C)cc2)cc1	-96*	-89*	-90*	-84*	-96*	-94*	-63*	-92*
CN1CCC(c2ccccc2)(c2ccccc2)C(=O)C1	98	95	91	.	119	122	99	94
CC1(N=Cc2cc(Cl)ccc2O)COP(=O)(Nc2ccccc2)OC1 (configuration not stated)	92	96	.	82	101	.	103	93
COc1ccc(/C=c2\sc3n(c2=O)NC2C(N=3)N(C)C(=O)N2C)cc1 (configuration not stated)	.	102	98	93	104	103	90	89
O=C(O)c1cccc(I)c1C(=O)O	102	112	105	101	108	116	102	100
Cn1c(=O)c(-c2ccc(O)cc2)cc2c(N)ncnc21	83	92	69	91	76	102	84	55
S=C1CCSC(=S)N1CCCN1C(=S)CCSC1=S	92	89	74	38	87	96	60	50
Cc1ccc([C@H]2C(C(=O)c3ccc(Cl)cc3)C3(N[C@@H]2c2ccccc2)C(=O)Nc2ccc(Cl)cc23)cc1 (some centres not stated)	78	70	87	40	69	50	64	34
COC(=O)c1c(C(=O)OC)c(-c2ccc(Cl)c(Cl)c2)n2c1CCC2	85	92	90	86	102	88	105	77
O/N=C(\CSc1nnc(-c2ccccc2)o1)c1ccc(Cl)cc1	92	99	117	91	90	97	103	77
O=C(c1ccccc1)N1c2ccccc2Sc2ccccc21	71	96	101	88	91	79	87	61
CCn1cccc1	95	84	105	98	105	95	110	100
CCOC(=O)/C(C#N)=C/NCC1CC1	.	97	109	.	106	.	104	101
COc1ccc2[nH]cc(C(c3cc(F)cc(F)c3)c3c[nH]c4ccc(OC)cc34)c2c1	92	84	206	67	105	62	93	85
O=C1/C(=C/C=C/c2ccc(F)cc2)Cc2c(Br)cccc21	102	97	97	95	105	98	103	90
N#Cc1cnc2ccc3oc(=O)ccc3c2c1N	101	99	112	101	110	102	107	94
CN(C)CCNc1nc2c3cc(Cl)ccc3nn2c2ccccc12	56	52	42	26	96	95	65	74

Exported with two lines to a compound: entries from further up
The line under a structure holds: SK-MEL-5	UACC-257	MALME-3M	LOX IMVI	SK-MEL-28	SK-MEL-2	MDA-MB-435	UACC-62
> CN(C)CCCOc1ccc(C(=C(c2ccccc2)C2CCCC2)c2ccc(OCCCN(C)C)cc2)cc1
    -96*	-89*	-90*	-84*	-96*	-94*	-63*	-92*
> CN1CCC(c2ccccc2)(c2ccccc2)C(=O)C1
    98	95	91	.	119	122	99	94

(further entries)
SMILES	SK-MEL-5	UACC-257	MALME-3M	LOX IMVI	SK-MEL-28	SK-MEL-2	MDA-MB-435	UACC-62
COC(=O)[C@H](Cc1ccccc1)NC(=O)[C@@H]1CCCN1C(=O)CNC(=O)[C@H](CCSC)NC(=O)OCc1ccccc1	97	102	100	91	116	107	102	99
COc1ccc(C(=O)COc2ccc(/C=C3\C(=O)Nc4cc(Cl)ccc43)cc2)cc1	82&96	109&100	110&115	91&90	115&112	91&103	111&99	68&76
OC(c1cc2cc(Cl)c(Cl)cc2c2cc(C(F)(F)F)ccc12)C1CCCCN1 (configuration not stated)	.	-73*	-18*	-88*	-79*	-54*	-74*	-38*
CC(C)(C)C(CC(=O)/C=C\c1ccccc1)c1ccccc1 (configuration not stated)	87	71	94	77	108	91	88	.
COc1cc(Cl)ccc1C	96	85	94	77	112	30	102	66
OCC[C@H]1C[C@@H]1/C=C/c1ccc(F)cc1	98	.	101	95	109	106	100	96
CCOC(=O)c1csc(NC(=O)c2ccc(NCCc3ccccc3)c([N+](=O)[O-])c2)n1	64	64	94	.	87	77	83	58
CC1CC2(c3ccccc3)N(CCc3cncn32)C1=O (configuration not stated)	98	101	101	99	96	107	100	96

Another view of part of the listing above:
compound | SK-MEL-5 | UACC-257 | MALME-3M | LOX IMVI | SK-MEL-28 | SK-MEL-2 | MDA-MB-435 | UACC-62
CCn1cccc1 | 95 | 84 | 105 | 98 | 105 | 95 | 110 | 100
CCOC(=O)/C(C#N)=C/NCC1CC1 | . | 97 | 109 | . | 106 | . | 104 | 101
COc1ccc2[nH]cc(C(c3cc(F)cc(F)c3)c3c[nH]c4ccc(OC)cc34)c2c1 | 92 | 84 | 206 | 67 | 105 | 62 | 93 | 85
O=C1/C(=C/C=C/c2ccc(F)cc2)Cc2c(Br)cccc21 | 102 | 97 | 97 | 95 | 105 | 98 | 103 | 90
N#Cc1cnc2ccc3oc(=O)ccc3c2c1N | 101 | 99 | 112 | 101 | 110 | 102 | 107 | 94
CN(C)CCNc1nc2c3cc(Cl)ccc3nn2c2ccccc12 | 56 | 52 | 42 | 26 | 96 | 95 | 65 | 74
COC(=O)[C@H](Cc1ccccc1)NC(=O)[C@@H]1CCCN1C(=O)CNC(=O)[C@H](CCSC)NC(=O)OCc1ccccc1 | 97 | 102 | 100 | 91 | 116 | 107 | 102 | 99
COc1ccc(C(=O)COc2ccc(/C=C3\C(=O)Nc4cc(Cl)ccc43)cc2)cc1 | 82&96 | 109&100 | 110&115 | 91&90 | 115&112 | 91&103 | 111&99 | 68&76
OC(c1cc2cc(Cl)c(Cl)cc2c2cc(C(F)(F)F)ccc12)C1CCCCN1 (configuration not stated) | . | -73* | -18* | -88* | -79* | -54* | -74* | -38*
CC(C)(C)C(CC(=O)/C=C\c1ccccc1)c1ccccc1 (configuration not stated) | 87 | 71 | 94 | 77 | 108 | 91 | 88 | .
COc1cc(Cl)ccc1C | 96 | 85 | 94 | 77 | 112 | 30 | 102 | 66
OCC[C@H]1C[C@@H]1/C=C/c1ccc(F)cc1 | 98 | . | 101 | 95 | 109 | 106 | 100 | 96
